XBP1 UPR activ = adaptive UPR (XBP1) activation | CHO-XBP1 luciferase reporter, IRE1-XBP1 UPR activation, luminescence; percent of tunicamycin response, DMSO as zero | activation, % at 20 µM | hit rate 0.33% among 330,000 | AID 463104;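 active = versus positive control, 20 µM dose yields 30% or more activation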;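 note: 100% = tunicamycin at 10 µg/mL and 0% = DMSO only wells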
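incubation = overnight seeding at 37 °C, 6 h compound treatment at 37 °C | assay system = CHO-XBP1 cells stably carrying IRE1-XBP1-driven luciferase reporter | input = 1000 cells per well | detection = luciferase luminescence | dosing = single point, 20 µM final compound, 1% DMSO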
Mdm2 MdmX PPI = disrupts the human Mdm2-MdmX interaction | O15151+Q00987 | SaOS-2 split-luciferase Mdm2/MdmX complementation, luminescence | inhibition, % at 8 µM | hit rate 3% among 330,000;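 active = inhibition of at least 50% at 8 µM in the primary screen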
UPR CHOP act = activators of apoptotic arm of unfolded protein response (CHOP). CHO-CHOP luciferase reporter, UPR activation, luminescence; percent of tunicamycin response over DMSO baseline. activation, % at 10 µM. hit rate 0.34% among 330,000;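 active = at 10 µM dose, activation of 40% or more, normalized to positive control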;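 note: 100% = tunicamycin at 10 µg/mL and 0% = DMSO alone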
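Assay system: CHO cells with stable CHOP pathway luciferase reporter; Buffer or medium: F12 plus 10% serum; Times: 16-18 h cell attachment, then 6 h compound exposure, 37 °C; Signal: luciferase luminescence; Read-out basis: percent activation relative to tunicamycin control; Control set: tunicamycin high control, DMSO low control.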
697 NFkB inh = inhibitors of the PMA/ionomycin-induced NF-kB reporter in 697 B cells; 697 B-cell NF-kB luciferase reporter, 16 h; inhibition, % at 4 µM; hit rate 0.33% among 330,000; AID 435022; in the data active = inhibition above about 35%
EBI2 antag = antagonists of human EBI2 receptor | EBI2 beta-arrestin recruitment, luminescence, 7a,25-OHC stimulated | inhibition, % at 5 µM | hit rate 0.81% among 360,000 | AID 651636; in the data active = inhibition above about 38%;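 note: enzyme fragment complementation signal reports receptor beta-arrestin coupling in cells; 0% = agonist plus DMSO wells and 100% = wells without agonist; some results beyond the cut were filed as inactive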
Target sequence (P32249 whole entry, looked up, the tested form may be a part): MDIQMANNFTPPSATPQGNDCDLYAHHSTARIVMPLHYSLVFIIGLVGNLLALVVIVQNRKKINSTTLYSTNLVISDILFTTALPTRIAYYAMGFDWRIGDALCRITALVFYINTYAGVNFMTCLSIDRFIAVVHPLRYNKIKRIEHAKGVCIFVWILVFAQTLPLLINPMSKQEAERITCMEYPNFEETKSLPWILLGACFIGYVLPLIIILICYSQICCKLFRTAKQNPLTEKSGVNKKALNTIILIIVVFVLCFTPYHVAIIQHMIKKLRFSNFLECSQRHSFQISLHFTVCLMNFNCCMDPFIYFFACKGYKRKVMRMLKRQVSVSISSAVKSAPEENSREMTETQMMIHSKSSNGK
Gli-Sufu antag = blocks Gli-Sufu signaling in a luciferase reporter; Sufu-KO-LIGHT fibroblasts, Gli luciferase reporter luminescence; inhibition, % at 5 µM; hit rate 0.74% among 340,000;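 active = inhibition above about 55%, limit read from the data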;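 note: 0% = DMSO-treated cells and 100% = wells with medium but no cells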
Jurkat NFkB inh = lowers PMA/ionomycin-induced NF-kB signal in Jurkat cells | inhibition, % at 4 µM | AID 435003 | PMA/ionomycin-induced NF-kB luciferase reporter, luminescence | hit rate 0.53% among 330,000; in the data active = inhibition above about 50%
CCR6 antagonist = CCR6 (human) receptor antagonism. P51684. CHO-K1 CCR6 PathHunter beta-arrestin, luminescence, CCL20-stimulated. hit rate 0.49% among 340,000. inhibition, % at 20 µM. AID 493098;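 active = compounds whose inhibition of the agonist-driven luminescence signal at 20 µM reaches about 50%, limit read from the data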;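 note: cells stimulated with CCL20 at 14 nM final; plate controls were DMSO with CCL20 for no effect and DMSO without agonist for full effect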
Target sequence (P51684 whole entry, looked up): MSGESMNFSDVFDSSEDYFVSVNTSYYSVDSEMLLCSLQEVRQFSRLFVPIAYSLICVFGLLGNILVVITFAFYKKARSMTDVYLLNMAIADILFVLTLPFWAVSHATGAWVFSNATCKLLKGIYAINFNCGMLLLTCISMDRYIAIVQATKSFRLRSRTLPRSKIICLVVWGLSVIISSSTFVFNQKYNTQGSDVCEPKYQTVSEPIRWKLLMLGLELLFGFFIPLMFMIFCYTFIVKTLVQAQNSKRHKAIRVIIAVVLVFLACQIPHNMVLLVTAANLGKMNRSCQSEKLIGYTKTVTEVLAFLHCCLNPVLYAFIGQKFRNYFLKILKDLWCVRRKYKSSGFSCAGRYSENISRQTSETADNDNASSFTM
CXCR6 inh = inhibitors of human CXCR6 receptor; O00574; CHO-K1 PathHunter CXCR6 beta-arrestin, luminescence; inhibition, % at 20 µM; hit rate 0.36% among 360,000; in the data active = inhibition above about 34%, passing the limit was not always enough;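 note: antagonist mode with CXCL16 agonist at 10 nM final; 0% = 10 nM CXCL16 with DMSO and 100% = unstimulated wells without agonist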
Target sequence (O00574 whole entry, looked up): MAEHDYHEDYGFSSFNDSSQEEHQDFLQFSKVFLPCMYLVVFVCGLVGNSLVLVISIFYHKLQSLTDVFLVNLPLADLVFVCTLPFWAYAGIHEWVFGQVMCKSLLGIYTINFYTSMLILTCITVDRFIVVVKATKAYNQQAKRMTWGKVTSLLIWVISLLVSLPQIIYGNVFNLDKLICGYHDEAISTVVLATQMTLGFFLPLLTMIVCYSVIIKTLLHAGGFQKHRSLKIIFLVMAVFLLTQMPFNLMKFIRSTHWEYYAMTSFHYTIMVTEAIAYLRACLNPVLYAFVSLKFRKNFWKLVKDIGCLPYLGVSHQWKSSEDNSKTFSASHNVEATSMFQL
Starred values were filed as active, the others as inactive; nt = not tested or not shown; & = joins results of further samples.

(1) CC(=O)Oc1cc(OC(C)=O)c2c(=O)c(-c3ccc4c(c3)OCCCO4)c(C)oc2c1
(2) COc1cc2c(cc1NC(=O)c1ccc3c(c1)OCO3)oc1ccccc12
(3) CCCc1cc(=O)[nH]c(SCC(=O)Nc2cccc3ccccc23)n1
(4) Cc1ccc(NC(=O)NCC2CCN(Cc3cc(C)ccc3Cl)CC2)c(C)c1
(5) CCOc1ccc(NC(=O)Nc2nnc(CC(=O)NCc3ccccc3)s2)cc1
(6) O=C(Cc1ccc(Cl)cc1)NNC(=O)C(=O)NC1CCCCC1

screen / no.	1	2	3	4	5	6
XBP1 UPR activ	-1	4	2	2	0	-2
Mdm2 MdmX PPI	19	-120	5	30	35	0
UPR CHOP act	2.3	4.9	-0.4	-0.9	-1.1	2.5
697 NFkB inh	-59	-68	4	25	-6	10
EBI2 antag	-2	4	-10	30	-3	4
Gli-Sufu antag	-14	-71	-16	8	-2	2
Jurkat NFkB inh	-5	-81	1	20	13	-1
CCR6 antagonist	1	-3	2	17	4	-2
CXCR6 inh	-9	1	1	1	-15	4

(7) Cn1c(=O)c2c(ncn2CCCc2ccccc2)n(C)c1=O
(8) CCCCCn1nc(C)c2c(C)cc(=O)[nH]c21
(9) COc1cccc(C(=O)OCC(=O)N2CCc3ccccc3C2)c1OC
(10) Cc1ccc(NS(=O)(=O)c2ccc3c(c2)CC(=O)N3)cc1C
(11) Cc1cc(O)c(C(C)C)cc1N=Cc1cc([N+](=O)[O-])ccc1O
(12) CCNC(=S)N/N=C/c1cc(C)n(-c2ccc(Cl)cc2)c1C

screen / no.	7	8	9	10	11	12
XBP1 UPR activ	1	0	0	1	0	16
Mdm2 MdmX PPI	17	9	13	12	22	-16
UPR CHOP act	-0.2	0.4	0.1	-0.8	0.2	6.7
697 NFkB inh	-1	3	15	19	1	-7
EBI2 antag	-2	-6	-3	-3	-5	9
Gli-Sufu antag	9	-3	2	-3	-2	-64
Jurkat NFkB inh	13	-15	-5	7	10	-35
CCR6 antagonist	-12	5	2	-5	49	24
CXCR6 inh	3	7	0	-9	22	7

An excerpt of these results, with each value named.
9) COc1cccc(C(=O)OCC(=O)N2CCc3ccccc3C2)c1OC
  XBP1 UPR activ = 0
  Mdm2 MdmX PPI = 13
  UPR CHOP act = 0.1
  697 NFkB inh = 15
  EBI2 antag = -3
  Gli-Sufu antag = 2
  Jurkat NFkB inh = -5
  CCR6 antagonist = 2
  CXCR6 inh = 0

10) Cc1ccc(NS(=O)(=O)c2ccc3c(c2)CC(=O)N3)cc1C
  XBP1 UPR activ = 1
  Mdm2 MdmX PPI = 12
  UPR CHOP act = -0.8
  697 NFkB inh = 19
  EBI2 antag = -3
  Gli-Sufu antag = -3
  Jurkat NFkB inh = 7
  CCR6 antagonist = -5
  CXCR6 inh = -9

11) Cc1cc(O)c(C(C)C)cc1N=Cc1cc([N+](=O)[O-])ccc1O
  XBP1 UPR activ = 0
  Mdm2 MdmX PPI = 22
  UPR CHOP act = 0.2
  697 NFkB inh = 1
  EBI2 antag = -5
  Gli-Sufu antag = -2
  Jurkat NFkB inh = 10
  CCR6 antagonist = 49
  CXCR6 inh = 22

12) CCNC(=S)N/N=C/c1cc(C)n(-c2ccc(Cl)cc2)c1C
  XBP1 UPR activ = 16
  Mdm2 MdmX PPI = -16
  UPR CHOP act = 6.7
  697 NFkB inh = -7
  EBI2 antag = 9
  Gli-Sufu antag = -64
  Jurkat NFkB inh = -35
  CCR6 antagonist = 24
  CXCR6 inh = 7

Later entries.
(13) Cc1ccc2c(c1)c1nnc(SCC(=O)Nc3ccc(N(C)C)cc3)nc1n2CC(=O)O
(14) CC(=O)c1cc2c(cc1NC(=O)Cn1cnc3ccccc3c1=O)OCO2
(15) Cc1ccccc1Nc1nc(N)nc(COC(=O)c2cccc(S(=O)(=O)N(C)c3ccccc3)c2)n1
(16) CN1CCc2c(sc(/N=C/c3cccs3)c2C(N)=O)C1
(17) COc1ccc(CCC(=O)OCC(=O)c2cccc(OC)c2)cc1
(18) O=C(O)c1ccc(NCc2nc3ccccc3n2CCOc2ccccc2Cl)cc1

screen / no.	13	14	15	16	17	18
XBP1 UPR activ	-5	-2	5	0	2	-1
Mdm2 MdmX PPI	1	6	28	-51	3	9
UPR CHOP act	0.6	1.3	2.6	2.3	6.2	2.9
697 NFkB inh	-3	2	-14	-44	22	-15
EBI2 antag	-11	-9	6	8	-6	10
Gli-Sufu antag	0	6	2	-24	-1	9
Jurkat NFkB inh	-9	8	11	-45	-18	-4
CCR6 antagonist	4	10	7	7	-2	0
CXCR6 inh	-9	8	-1	4	-4	2

(19) Cc1ccccc1-n1cc(CNC(=O)CCc2nnc(CCc3ccccc3)o2)cn1
(20) COc1cccc(CNC(=O)Cn2nc(C)c([N+](=O)[O-])c2C)c1
(21) CC(NS(=O)(=O)c1ccc(OCC(=O)N2CCOCC2)cc1)c1ccccc1 (configuration not stated)
(22) N#Cc1ccccc1OCCCN1CCC(Cc2ccccc2)CC1
(23) C/C(Nc1ccc(Cl)cc1)=C1/CCOC1=O
(24) CC(C)n1c(-c2ccc(N(C)C)cc2)nc2ccccc21

screen / no.	19	20	21	22	23	24
XBP1 UPR activ	-1	-2	-3	0	nt	-2
Mdm2 MdmX PPI	-15	-22	34	0	nt	-23
UPR CHOP act	-0.1	-1.4	0.1	0.7	nt	3.6
697 NFkB inh	-2	-1	-4	-8	nt	-74
EBI2 antag	14	-7	-16	3	4	4
Gli-Sufu antag	2	-6	4	34	2	-40
Jurkat NFkB inh	-7	-2	-2	6	nt	-78
CCR6 antagonist	5	14	16	12	10	18
CXCR6 inh	1	4	-1	5	-13	8

(25) CCCCn1c(SCC(=O)O)nc2ccccc21
(26) COc1ccc(CNC(=O)C[C@H]2C[C@H](C(=O)N3CCOCC3)[C@@]3(CCC4CCCC4)c4[nH]c5ccc(Cl)cc5c4CCN3C2=O)cc1OC
(27) CC(=O)Oc1cc(O)c2c(c1)OC(c1ccc(OC(C)=O)c(OC(C)=O)c1)C(OC(C)=O)C2=O (configuration not stated)
(28) O=C(c1c[nH]c(C(=O)C(Cl)(Cl)Cl)c1)c1ccccc1Cl
(29) CC(C)(C)c1ccc(OC(=O)c2ccc3snnc3c2)cc1
(30) COc1ccc(C(=O)N/C(=C\c2ccc(Cl)cc2)C(=O)NCC2CCCO2)cc1 (configuration not stated)

screen / no.	25	26	27	28	29	30
XBP1 UPR activ	1	7	-5	-10	2	-4
Mdm2 MdmX PPI	-5	93*	7	-12	7	16
UPR CHOP act	0.4	16	-0.6	-2.1	4.1	-2.7
697 NFkB inh	12	8	-8	13	9	4
EBI2 antag	-18	25	-1	-6	-13	0
Gli-Sufu antag	8	15	9	-3	3	10
Jurkat NFkB inh	-10	nt	-4	8	1	9
CCR6 antagonist	-14	3	14	-1	1	-4
CXCR6 inh	-2	2	6	-2	-14	-7

(31) COC(=O)c1ccc(COc2ccc(-c3nnn(CC(=O)NC(C)(C)C)n3)cc2)cc1
(32) O=C(NCC1(c2ccccc2)CCCC1)c1ccccc1Br
(33) CC(=O)Nc1ccc(C(=O)OCCC(C)C)cc1
(34) c1ccc(-c2nn(-c3ccccc3)[n+](-c3ccccc3)n2)cc1
(35) COC(=O)c1cccc(Cn2c(Cl)c(/C=N/NC(=O)c3ccco3)sc2=O)c1
(36) CCN1CCN(S(=O)(=O)c2cccs2)CC1

screen / no.	31	32	33	34	35	36
XBP1 UPR activ	4	-1	2	nt	3	-2
Mdm2 MdmX PPI	49	8	11	nt	28	-40
UPR CHOP act	3.9	0.0	3.1	nt	1.8	-0.3
697 NFkB inh	12	-7	-28	nt	21	-4
EBI2 antag	-5	1	-7	-16	-3	2
Gli-Sufu antag	-2	16	-25	63*	11	-2
Jurkat NFkB inh	13	-13	-29	nt	8	-30
CCR6 antagonist	13	12	35	-11	14	0
CXCR6 inh	1	10	-6	-12	5	-4

(37) OCC#CCSc1nnc(-c2ccccc2Br)o1
(38) O=C(CN1C2=NCCN2c2ccccc21)c1cccs1
(39) CCn1ncc(NC(=S)Nc2ccc(OC)c(OC)c2)c1C(N)=O
(40) COc1cccc(N/C(SCc2ccccc2Cl)=C(/C#N)C(=O)NCc2cccs2)c1
(41) O=C(Nc1ccccc1Cl)Nn1cnnc1
(42) CN(C)CCCNCCCNC(=O)c1ccco1

screen / no.	37	38	39	40	41	42
XBP1 UPR activ	5	1	-4	-1	-3	-1
Mdm2 MdmX PPI	-1	3	-22	40	6	1
UPR CHOP act	-1.0	3.5	-2.3	6.6	0.5	-1.1
697 NFkB inh	-3	3	2	-3	15	14
EBI2 antag	-11	-6	-11	17	-5	5&0
Gli-Sufu antag	-15	7	-12	-2	5	27&4
Jurkat NFkB inh	12	5	6	-20	12	-14
CCR6 antagonist	-8	15	17	7	-6	10&5
CXCR6 inh	-4	7	1	4	7	-5&-5

(43) Cc1cc(Cl)ccc1OC(C)C(=O)OCC(=O)c1ccc[nH]1 (configuration not stated)
(44) COc1ccccc1N=c1oc2cc(O)ccc2cc1C(=O)NCC1CCCO1 (configuration not stated)
(45) CCCC(C(=O)NCCC(C)C)N(Cc1ccc(OC)cc1)C(=O)c1snc(C(N)=O)c1N (configuration not stated)
(46) O=C(N=C1SC2CS(=O)(=O)CC2N1c1ccc(Cl)cc1)C1CCCO1 (configuration not stated)
(47) Cc1ccc(S(=O)(=O)Nc2cc(C(C(=O)OC(C)C)C(=O)C(F)(F)F)c(O)c3ccccc23)c(C)c1 (configuration not stated)
(48) CC(=O)Nc1ccc(/C(C)=N/NC(=O)c2ccc(F)cc2)cc1

screen / no.	43	44	45	46	47	48
XBP1 UPR activ	1	5	-6	-5	-2	-2
Mdm2 MdmX PPI	0	25	-14	0	19	-10
UPR CHOP act	0.2	-3.9	-0.2	0.0	1.9	-1.4
697 NFkB inh	2	24	8	-5	-2	-6
EBI2 antag	-1	6	17	-4	5	-7
Gli-Sufu antag	2	12	4	-14	2	-9
Jurkat NFkB inh	6	4	6	11	3	-6
CCR6 antagonist	15	22	8	14	33	4
CXCR6 inh	-2	-3	7	1	7	-10

(49) COC(=O)c1cc(OC)c(OC)cc1NC(=O)c1ccccc1
(50) Cc1ccc(N(C)C(=O)C2CCCN2S(=O)(=O)c2cccc3nsnc23)cc1 (configuration not stated)
(51) COc1ccc(Br)cc1/C=C(\C(=O)O)c1ccc(S(=O)(=O)N2CCCCC2)s1
(52) CC(C)[C@H](NC(=O)c1ccco1)C(=O)OCC(=O)N(C)c1ccccc1
(53) COc1cc(/C=C/C(=O)OC(C)C(=O)NC2CCCCC2C)cc(Cl)c1OC (configuration not stated)
(54) O=C(Nc1ccc(N2CCN(C(=O)c3ccc(Cl)cc3)CC2)cc1)c1cccs1
(55) COC(=O)Cc1csc(Nc2ccc(F)c(Cl)c2)n1
(56) Cc1ccc(S(=O)(=O)N2[C@@H](c3ccc(Br)cc3)C(C(=O)O)=CC[C@H]2c2cccc(Cl)c2)cc1
(57) COc1ccc([C@H]2CC(=O)C=C(c3ccc(CO)cc3)C2)cc1

screen / no.	49	50	51	52	53	54	55	56	57
XBP1 UPR activ	8	0	0	-1	-2	-5	1	1	-1
Mdm2 MdmX PPI	24	18	-38	21	27	13	7	-13	9
UPR CHOP act	1.6	2.2	-1.7	1.6	0.9	-2.0	0.5	0.2	1.0
697 NFkB inh	18	2	8	9	5	-16	15	-17	-8
EBI2 antag	2	-2	-8	-1	-3	25	12	3	30
Gli-Sufu antag	3	-2	1	-8	-3	13	1	5	-16
Jurkat NFkB inh	-14	12	9	1	2	14	5	-22	5
CCR6 antagonist	36	-1	5	8	12	19	6	10	12
CXCR6 inh	-4	5	2	4	8	8	2	-2	-2
